Compound activity deposited in PubChem by Broad Institute.
GASC1 inh – inhibitors of human demethylase GASC-1 KDM4C | Q9H3R0 | GST-KDM4C 2-372, H3K9me3 peptide, LANCE TR-FRET | inhibition, % at 12.5 µM | 96,000 tested, 0.15% active | AID 720574;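 active = mean replicate inhibition above about 25%, with at least 55% of replicates also reaching it, limit read from the data, passing the limit was not always enough; inconclusive = only one of those two conditions met; inactive = neither condition met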
Target sequence (Q9H3R0 2-372 limits assumed): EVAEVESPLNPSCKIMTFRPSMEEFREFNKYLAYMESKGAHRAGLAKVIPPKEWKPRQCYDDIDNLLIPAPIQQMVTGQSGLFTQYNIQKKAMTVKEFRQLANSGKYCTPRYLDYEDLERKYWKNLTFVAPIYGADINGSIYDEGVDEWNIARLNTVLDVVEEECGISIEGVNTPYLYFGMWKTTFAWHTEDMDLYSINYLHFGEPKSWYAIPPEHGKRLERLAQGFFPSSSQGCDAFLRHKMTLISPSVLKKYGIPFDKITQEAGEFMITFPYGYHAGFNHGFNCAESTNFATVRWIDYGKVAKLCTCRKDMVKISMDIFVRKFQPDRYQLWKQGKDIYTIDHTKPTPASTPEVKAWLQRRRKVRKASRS
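Material: N-terminal GST-fused human GASC-1 (KDM4C) fragment, residues 2-372. Input: 10 nM enzyme. Incubation: enzyme reaction 30 min, then detection 60 min, both room temperature. Doses: one test concentration per compound. Read-out basis: inhibition from TR-FRET ratio decrease. Detection: LANCE TR-FRET, excitation 340 nm, emissions 618 and 671 nm.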
T cruzi growth – blocks T. cruzi growth in NIH3T3 culture; T. cruzi beta-gal in NIH3T3, GalScreen luminescence, 90 h; inhibition, % at 8.34 µM; 77,000 tested, 5.9% active; AID 624255;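 active = mean inhibition above about 93%, with at least 55% of replicates each passing it, limit read from the data, passing the limit was not always enough; inconclusive = only one of those two conditions holds; inactive = neither condition holds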
C diff HTS – inhibitors of Clostridium difficile growth; Clostridium difficile clinical isolate growth, OD600, 24 h; hits give low values; growth activity, negative = inhibition, % at 16 µg/mL (by protocol); 86,000 tested, 0.25% active; AID 1259249;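 active = mean growth activity at or below -80% and every replicate also at or below -80%; inconclusive = mean at or below -80% but some replicate above -80%; inactive = mean growth activity above -80%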;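 also: 0% = DMSO wells and -100% = levofloxacin 16 µg/mL wells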
Pf Dd2 inh – inhibitors of Plasmodium falciparum Dd2 growth; P. falciparum Dd2 growth, SYBR Green, 72 h; hits give low values; activity change, % at 10 µM; 94,000 tested, 2.3% active; in the data active = activity change below about -80%; inconclusive = no clear call, values can overlap the other calls
* hit, by the source's call; ? = inconclusive; . = no result given; & = joins results of further samples. This is a random part of the collection; about 7.3% have a hit in one of these screens.

entry | mol | GASC1 inh | C diff HTS | Pf Dd2 inh | T cruzi growth
1 | C/C=C/c1cnc2c(c1)C(=O)N([C@H](C)CO)C[C@@H](C)[C@H](CN(C)Cc1ccc3c(c1)OCO3)O2 | -0.4 | . | -18 | .
2 | C[C@@H]1CN([C@@H](C)CO)C(=O)c2cc(N(C)C)ccc2O[C@H]1CN(C)Cc1ccc2c(c1)OCO2 | 3.7 | 1 | 17 | -17
3 | COc1ccc(NC(=O)Nc2ccc3c(c2)[C@@H]2C[C@H](CC(=O)N[C@@H](C)c4ccccc4)O[C@@H](CO)[C@@H]2O3)cc1 | -2.1 | 1 | -3 | -26
4 | COc1ccc(CN(C)C[C@@H]2OCCCC[C@H](C)Oc3ccc(NC(=O)Nc4ccccc4)cc3C(=O)N([C@H](C)CO)C[C@H]2C)cc1 | -1.2 | 6 | -56 | 90
5 | C[C@@H]1CN([C@@H](C)CO)C(=O)Cc2cc(NC(=O)CCCCCC(=O)Nc3ccccc3N)ccc2O[C@H]1CN(C)C(=O)NC1CCCCC1 | -0.9 | -3 | 4 | 16
6 | C[C@H]1CN([C@@H](C)CO)C(=O)c2cccc(NS(=O)(=O)c3ccc(Cl)cc3)c2O[C@H]1CN(C)S(=O)(=O)c1cn(C)cn1 | 1.0 | -3 | -3 | -19
7 | O=C(C[C@H]1CC[C@@H]2[C@H](COC[C@@H](O)CN2Cc2cc(F)ccc2F)O1)N[C@@H]1CCN(Cc2ccccc2)C1 | -1.1 | 8&3 | -66 | 79
8 | C[C@@H]1CN([C@@H](C)CO)C(=O)c2cc(NC(=O)CCCN(C)C)ccc2O[C@@H]1CN(C)Cc1ccc(Oc2ccccc2)cc1 | 1.6 | -4 | -4 | -141
9 | O=C(C[C@H]1CC[C@H](NC(=O)c2cccnc2)[C@H](CO)O1)NCCN1CCCCC1 | 0.9 | -5 | 4 | .
10 | CC(C)NC(=O)N(C)C[C@H]1Oc2cc(-c3cncnc3)ccc2S(=O)(=O)N([C@H](C)CO)C[C@@H]1C | 0.3 | -4 | 33 | -9
11 | CCNC(=O)C[C@H]1CC[C@H]2[C@@H](COc3ccc(NC(=O)c4ccccc4Cl)cc3C(=O)N2C)O1 | . | -4 | -10 | -3
12 | C/C=C/c1cnc2c(c1)C(=O)N([C@H](C)CO)C[C@@H](C)[C@H](CN(C)C(=O)NC1CCCC1)O2 | -0.8 | 5 | 5 | 39
13 | C[C@@H]1CN([C@@H](C)CO)C(=O)c2cccc(NC(=O)C3CCCCC3)c2O[C@H]1CN(C)S(=O)(=O)c1cn(C)cn1 | 4.7 | . | 7 | 26
14 | C[C@@H]1CN([C@@H](C)CO)C(=O)c2cccc(NC(=O)c3ccc(-c4nccs4)cc3)c2O[C@H]1CN(C)S(=O)(=O)c1cn(C)cn1 | -1.6 | 1 | -9 | -14
15 | C[C@@H]1CCCCO[C@H](CN(C)S(=O)(=O)c2cccs2)[C@@H](C)CN([C@@H](C)CO)C(=O)c2cc(NC(=O)Nc3ccc(F)cc3)ccc2O1 | 0.0 | -6 | -55 | 82
16 | C[C@H]1CCCCO[C@@H](CN(C)C(=O)CCC(F)(F)F)[C@@H](C)CN([C@@H](C)CO)C(=O)c2cc(NS(=O)(=O)c3ccc(F)cc3)ccc2O1 | 0.3 | -4 | -47 | .
17 | N#Cc1ccc(-c2ccc3c(c2)[C@H]2[C@H](CCN2C(=O)C2CCCCC2)[C@@H](CO)N3)cc1 | -2.1 | 17 | -36 | -12
18 | CCCNC(=O)C[C@H]1CC[C@H]2[C@@H](COC[C@H](O)CN2C(=O)Nc2cccc(Cl)c2)O1 | -1.0 | 50&17 | -15 | .
19 | COc1ccccc1C#Cc1ccc2c(c1)O[C@@H](CN(C)Cc1ccccc1)[C@@H](C)CN([C@H](C)CO)S2(=O)=O | 3.8 | 9 | -6 | 122*
20 | C[C@@H]1CCCCO[C@@H](CN(C)S(=O)(=O)c2ccccc2)[C@@H](C)CN([C@H](C)CO)C(=O)c2cc(NC(=O)c3ccccc3)ccc2O1 | 0.4 | . | -10 | 17

Just T cruzi growth, C diff HTS and GASC1 inh, for 5 of the compounds above:
item	SMILES	T cruzi growth	C diff HTS	GASC1 inh
16	C[C@H]1CCCCO[C@@H](CN(C)C(=O)CCC(F)(F)F)[C@@H](C)CN([C@@H](C)CO)C(=O)c2cc(NS(=O)(=O)c3ccc(F)cc3)ccc2O1	.	-4	0.3
17	N#Cc1ccc(-c2ccc3c(c2)[C@H]2[C@H](CCN2C(=O)C2CCCCC2)[C@@H](CO)N3)cc1	-12	17	-2.1
18	CCCNC(=O)C[C@H]1CC[C@H]2[C@@H](COC[C@H](O)CN2C(=O)Nc2cccc(Cl)c2)O1	.	50&17	-1.0
19	COc1ccccc1C#Cc1ccc2c(c1)O[C@@H](CN(C)Cc1ccccc1)[C@@H](C)CN([C@H](C)CO)S2(=O)=O	122*	9	3.8
20	C[C@@H]1CCCCO[C@@H](CN(C)S(=O)(=O)c2ccccc2)[C@@H](C)CN([C@H](C)CO)C(=O)c2cc(NC(=O)c3ccccc3)ccc2O1	17	.	0.4

Next entries follow.
entry | mol | GASC1 inh | C diff HTS | Pf Dd2 inh | T cruzi growth
21 | C[C@H]1CN([C@@H](C)CO)C(=O)c2cccc(NC(=O)c3ccncc3)c2O[C@@H]1CN(C)S(=O)(=O)c1ccc(F)cc1 | 4.4 | -1 | 11 | 9
22 | C[C@H]1CN([C@@H](C)CO)S(=O)(=O)c2ccc(Br)cc2O[C@H]1CN(C)Cc1cccnc1 | 2.1 | -1 | -2 | .
23 | COc1ccc2c3c([nH]c2c1)[C@H](CO)N(Cc1ccccc1)CC31CN(C(C)=O)C1 | 0.4 | -2 | -73 | .
24 | Cc1ccc(S(=O)(=O)Nc2ccc3c(c2)C(=O)N([C@@H](C)CO)C[C@H](C)[C@@H](CN(C)C(=O)C2CCCCC2)OCCCC[C@H](C)O3)cc1 | -0.6 | -10 | -59 | 50
25 | C[C@@H]1CN([C@@H](C)CO)C(=O)c2cccc(NS(=O)(=O)c3ccc(F)cc3)c2O[C@H]1CN(C)S(=O)(=O)c1ccccc1 | 0.1 | -8 | 8 | 22
26 | C[C@@H]1CN([C@H](C)CO)C(=O)c2cccc(NC(=O)NC3CCCCC3)c2O[C@@H]1CN(C)C(=O)NC1CCCCC1 | 6.8 | -11 | -21 | 51
27 | O=C(Cc1ccccn1)NCC[C@H]1CC[C@H](NC(=O)CN2CCOCC2)[C@@H](CO)O1 | 0.7 | 1 | -18 | .
28 | O=C(c1cnccn1)N1CC(=O)N2[C@H](CO)[C@H](c3ccc(-c4ccccc4)cc3)[C@@H]2C1 | -0.5 | -4 | -1 | .
29 | C/C=C/c1ccc([C@@H]2[C@H](CO)N(C(=O)CN(C)C)C23CN(C(=O)C2CCCCC2)C3)cc1 | 0.5 | -3 | -55 | .
30 | CC(=O)N(C)C[C@H]1Oc2cc(C#CCC3CCCC3)ccc2S(=O)(=O)N([C@@H](C)CO)C[C@@H]1C | -0.8 | -6 | -21 | 66
31 | C[C@@H]1CN([C@@H](C)CO)C(=O)c2cc(C3=CCCC3)cnc2O[C@@H]1CN(C)Cc1ccc(C(=O)O)cc1 | 6.3 | -1 | -7 | 14
32 | C[C@H]1CN([C@@H](C)CO)C(=O)c2cc(-c3ccc(C#N)cc3)cnc2O[C@H]1CN(C)C(=O)c1ccccc1 | 0.2 | -2 | -6 | 14
33 | C[C@@H]1CCCCO[C@H](CN(C)S(=O)(=O)c2ccc(Cl)cc2)[C@H](C)CN([C@H](C)CO)C(=O)c2cc(NS(C)(=O)=O)ccc2O1 | -0.7 | -3 | -51 | 19
34 | CCC(=O)N[C@@H]1C[C@@H]2O[C@@H](CO)CC[C@@H]2O[C@@H]1CCc1ccc(-c2cccc(OC)c2)cc1 | . | -4 | -53 | .
35 | C[C@@H]1CN([C@H](C)CO)S(=O)(=O)c2ccc(C#Cc3ccccc3)cc2O[C@H]1CN(C)C(=O)c1ccccn1 | . | 6 | -75 | -16
36 | CC(C)NC(=O)N[C@H]1CC[C@H](CCn2cc(-c3ccc(F)cc3)nn2)O[C@H]1CO | -1.3 | . | -3 | -50
37 | O=C(Cc1ccccn1)N1CC2(C1)[C@@H](c1ccccc1)[C@@H](CO)N2C(=O)c1cccnc1 | 0.3 | -6 | 24 | .
38 | Cc1noc(C)c1NC(=O)Nc1ccc2c(c1)CC(=O)N([C@H](C)CO)C[C@H](C)[C@@H](CN(C)CC1CC1)O2 | -0.1 | -3 | 24 | -40
39 | Cc1noc(C)c1S(=O)(=O)Nc1ccc2c(c1)CC(=O)N([C@@H](C)CO)C[C@@H](C)[C@@H](CN(C)Cc1ccc(C(=O)Nc3ccccc3N)cc1)O2 | 0.7 | -1 | -93* | .
40 | COCC(=O)N1CC2(C1)CN(C(=O)COC)[C@H](CO)c1c2c2ccc(OC)cc2n1C | 1.2 | -4 | 42 | .
41 | CCCN1[C@@H]2Cn3c(ccc(-c4cccnc4)c3=O)[C@H]1[C@@H](C(=O)NCCc1cn(C)cn1)[C@@H]2CO | -0.5 | 0 | . | 51
42 | C[C@@H]1CN([C@@H](C)CO)S(=O)(=O)c2ccc(-c3cncnc3)cc2O[C@H]1CN(C)C(=O)Cc1ccccc1 | 3.0 | -1 | -20 | .
43 | C[C@@H]1CCCCO[C@@H](CN(C)Cc2ccc(C(=O)Nc3ccccc3N)cc2)[C@@H](C)CN([C@H](C)CO)C(=O)c2cc(NC(=O)Cc3ccccc3)ccc2O1 | -1.2 | 2 | -84* | .
44 | CCNC(=O)C[C@@H]1CC[C@H](NS(=O)(=O)c2ccc(C)cc2)[C@H](CO)O1 | 1.2 | -3 | 4 | 37
45 | O=S(=O)(N[C@@H]1CC[C@H](CCn2cc(-c3ccccc3F)nn2)O[C@@H]1CO)c1ccc(Cl)cc1 | 0.5 | -9 | -58 | 6
46 | COc1ccc(C#Cc2ccc3c(c2)[C@H]2[C@H](CCN2C(=O)CC2CC2)[C@H](CO)N3)cc1 | -0.2 | -8 | -22 | ?
47 | C[C@@H]1CCCCO[C@@H](CN(C)S(=O)(=O)c2ccccc2)[C@H](C)CN([C@H](C)CO)C(=O)c2cc(NS(=O)(=O)c3ccccc3)ccc2O1 | 0.9 | . | -29 | 91
48 | CO[C@@H]1CN(C)C(=O)c2ccc(NC(=O)c3ccno3)cc2OC[C@H](C)N(S(C)(=O)=O)C[C@@H]1C | 1.2 | . | 8 | -2
49 | CO[C@H]1CN(C)C(=O)c2ccc(NC(=O)c3ccccc3)cc2OC[C@@H](C)N(C)C[C@@H]1C | -0.4 | -2 | . | 6
50 | C[C@@H]1CN([C@H](C)CO)C(=O)c2cc(C#CC3(O)CCCC3)cnc2O[C@H]1CN(C)Cc1cccnc1 | 0.2 | 0 | 33 | 27
51 | CCCNC(=O)N1CC(=O)N2[C@H](C1)[C@H](c1ccc(-c3ccncc3)cc1)[C@@H]2CO | 0.4 | 3 | 15 | .
52 | CCC(=O)Nc1ccc2c(c1)OC[C@H](C)N(C(=O)c1cccnc1)C[C@@H](C)[C@H](OC)CN(C)C2=O | 1.7 | . | 27 | -38
53 | COCCNC(=O)[C@@H]1[C@@H](CO)[C@@H]2Cn3c(ccc(C4=CCCCC4)c3=O)[C@H]1N2Cc1cocn1 | 2.5 | 0 | -4 | -2
54 | O=C(NCCN1CCCCC1)[C@@H]1N[C@@H]2c3ccc(-c4ccc(F)cc4)c(=O)n3C[C@@H]2[C@H]1CO | 5.0 | 3 | -3 | -14
55 | C[C@@H]1CN([C@@H](C)CO)C(=O)c2cc(NC(=O)NC3CCCCC3)ccc2O[C@@H](C)CCCCO[C@H]1CN(C)Cc1ccc2c(c1)OCO2 | 0.0 | 16 | . | .
56 | CC(C)NC(=O)NCC[C@@H]1CC[C@@H](NC(=O)CCN2CCCCC2)[C@@H](CO)O1 | 0.3 | 0 | 13 | 29
57 | C/C=C/c1ccc([C@H]2[C@H](CO)N(C(=O)NCCC)[C@H]2CNC(=O)C2CC2)cc1 | -1.0 | -11 | -25 | -5
58 | O=C(NCCc1ccccc1)[C@@H]1[C@@H](CO)[C@@H]2Cn3c(cccc3=O)[C@H]1N2C(=O)C1CC1 | -1.5 | -2 | . | 21
59 | C[C@H]1CN([C@@H](C)CO)C(=O)c2cc(NS(C)(=O)=O)ccc2O[C@@H]1CN(C)Cc1ccncc1 | -0.3 | -2 | 13 | -14
60 | O=C(C[C@H]1CC[C@@H]2[C@H](COC[C@@H](O)CN2S(=O)(=O)c2cccc(Cl)c2)O1)NC1CCCC1 | -1.5 | . | -10 | -17
61 | CCCNC(=O)N1CC(=O)N2[C@H](CO)[C@@H](c3ccc(-c4ccc(F)cc4)cc3)[C@@H]2C1 | -1.1 | -10 | -12 | .
62 | Cc1cccc(CN(C)C[C@H]2OCc3cn(nn3)CCCC(=O)N([C@@H](C)CO)C[C@H]2C)c1 | 1.1 | . | -3 | -10
63 | CN(C)CC(=O)N1[C@H](C#N)[C@@H](c2ccc(-c3cccc(C(=O)N(C)C)c3)cc2)[C@@H]1CO | 0.4 | -10 | 0 | 53
64 | O=C(C[C@@H]1C[C@@H]2c3cc(NC(=O)C4CCC4)ccc3O[C@@H]2[C@H](CO)O1)NCc1ccccc1F | -1.0 | -1 | 21 | .
